High-throughput results: PubChem, several laboratories
NPR2 activator – human GC-B receptor activators, primary screen, HEK293 GC-B cells, cGMP TR-FRET, EC30 CNP; 0% at EC30 CNP, 100% saturating CNP; activation, % at 10 µM; Atrial natriuretic peptide receptor 2 (Homo sapiens), P20594; 370,000 tested, 0.11% active;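 active = activation at 10 µM reaching about 35% in either raw or pattern-adjusted values, limit read from the data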
HTRA1 inh – HTRA1 serine protease inhibitors, primary screen, biochemical, fluorescence polarization, HTS; Q92743; recombinant HTRA1, FP-rhodamine activity-based probe; inhibition, % at 5.96 µM; 340,000 tested, 0.5% active; AID 504803, 2011; in the data active = inhibition above about 36%;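 note: 0% = enzyme with DMSO and 100% = wells lacking enzyme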
rCAG binder – binders of r(CAG) RNA repeats, primary screen, biochemical, fluorescence; AID 651821, 2012; r(CAG) RNA repeat, TO-PRO-1 dye displacement fluorescence; 370,000 tested, 1.3% active; inhibition, % at 3 µM;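 active = inhibition above the plate cutoff, the mean of all test compounds on that plate plus 3 SD, cut at about 35% in these data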;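 note: 0% = DMSO alone and 100% = 100 µM mitoxantrone as full dye displacement; higher means more dye released from RNA so lower well fluorescence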
mABHD4 FP – ABHD4 inhibitors, primary screen, biochemical, fluorescence polarization, mouse; 370,000 tested, 0.54% active; (Lyso)-N-acylphosphatidylethanolamine lipase (Mus musculus), Q8VD66; purified mABHD4, FP-Rh probe fluorescence polarization; inhibition, % at 8.92 µM;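 active = inhibition exceeding the mean over every tested compound plus 3 SD, cut at about 30% in these data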;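 note: 0% = plate median of compound wells and 100% = S159A mutant with DMSO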
Target sequence (Q8VD66 whole entry, looked up): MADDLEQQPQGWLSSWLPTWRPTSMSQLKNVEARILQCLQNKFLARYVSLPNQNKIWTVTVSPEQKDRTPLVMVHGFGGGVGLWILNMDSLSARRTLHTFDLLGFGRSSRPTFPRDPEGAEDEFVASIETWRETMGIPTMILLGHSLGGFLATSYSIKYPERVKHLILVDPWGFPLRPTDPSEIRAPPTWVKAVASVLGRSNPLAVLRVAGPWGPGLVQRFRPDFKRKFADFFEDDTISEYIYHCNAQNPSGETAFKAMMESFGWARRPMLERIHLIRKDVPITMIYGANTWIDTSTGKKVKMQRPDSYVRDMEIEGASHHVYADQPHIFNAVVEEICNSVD
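Assay system: wild-type mouse ABHD4 protein; compound: single nominal dose of 8.92 µM, 0.89% DMSO final; schedule: 45 min + 60 min at 25 °C; measured by: FP readout, ex 525 nm / em 598 nm; evaluation: % inhibition of FP-Rh probe binding versus controls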
GC-A act – GC-A stimulated cGMP production enhancers – HEK293 GC-A cells, cGMP TR-FRET, EC30 ANP, primary screen; 0% at EC30 ANP, 100% saturating ANP; activation, % at 10 µM; 370,000 tested, 0.14% active; in the data active = activation above about 40%
PG9 binder – binders of HIV-1 gp120 antibody PG9, primary screen, biochemical, TR-FRET. HIV-1 gp120 / PG9 antibody interaction. TR-FRET gp120-PG9 antibody binding. inhibition, % at 6.7 µM. 360,000 tested, 0.43% active; in the data active = inhibition above about 8.5%
Rev-erbA mod – modulators of Rev-erb alpha DNA binding, primary screen, biochemical, FITC-DNA, fluorescence polarization, uHTS. Nuclear receptor subfamily 1 group D member 1 (Homo sapiens), P20393. Rev-erbα–FITC-DNA binding, 90 min. activity, % at 10 µM. 370,000 tested, 0.79% active. AID 1259318, 2017;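 active = activity above about 14%, limit read from the data; passing the limit was not always enough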;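 note: 0% = DMSO wells with 35 nM protein and 100% = DMSO wells with 750 nM protein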
Target sequence (P20393 whole entry, looked up): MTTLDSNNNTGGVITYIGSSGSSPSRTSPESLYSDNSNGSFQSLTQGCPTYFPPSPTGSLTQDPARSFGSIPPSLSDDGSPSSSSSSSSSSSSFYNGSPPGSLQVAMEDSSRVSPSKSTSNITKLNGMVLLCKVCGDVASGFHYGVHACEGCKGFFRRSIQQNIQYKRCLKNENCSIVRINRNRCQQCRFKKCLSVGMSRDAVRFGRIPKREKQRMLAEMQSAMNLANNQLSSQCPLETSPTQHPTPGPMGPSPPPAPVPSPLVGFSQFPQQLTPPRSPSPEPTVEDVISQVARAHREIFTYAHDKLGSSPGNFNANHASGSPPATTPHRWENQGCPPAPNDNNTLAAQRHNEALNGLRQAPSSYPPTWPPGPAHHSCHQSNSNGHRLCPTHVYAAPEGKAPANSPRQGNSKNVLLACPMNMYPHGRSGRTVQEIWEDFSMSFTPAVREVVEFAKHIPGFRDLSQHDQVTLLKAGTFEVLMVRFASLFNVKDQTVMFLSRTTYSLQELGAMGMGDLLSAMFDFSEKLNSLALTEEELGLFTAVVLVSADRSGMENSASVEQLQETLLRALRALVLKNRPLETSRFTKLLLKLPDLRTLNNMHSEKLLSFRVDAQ
ASAP1 GAP inh – inhibitors of human ASAP1 ArfGAP activity, primary screen, biochemical, fluorescence polarization; 360,000 tested, 0.19% active; ASAP1-stimulated ARF1 GTP hydrolysis, GDP FP detection; inhibition, % at 16.5 µM; in the data active = inhibition above about 25%;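 note: 0% = vehicle with enzyme and substrate and 100% = no enzyme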
SMARCA2 act – SMARCA2 (BRM) function activators, primary screen, cell-based, luminescence, high throughput | MG213 cells, MMTV-luciferase reporter, dexamethasone, overnight | activation, % at 9.1 µM | 370,000 tested, 1% active; in the data active = activation above about 7.8%;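 note: 0% = vehicle wells and 100% = reference activator wells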
ARFGAP1 inh – inhibitors of rat ARFGAP1 GAP activity, primary screen, biochemical, fluorescence polarization, GDP tracer; AID 651572, 2012; inhibition, % at 16.5 µM; Arfgap1-stimulated ARF1 GTP hydrolysis, GDP FP detection; 360,000 tested, 0.26% active;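 active = inhibition above a per-plate limit, mean inhibition of low control wells plus 3 SD, cut at about 25% in these data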;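 note: 0% = DMSO wells with enzyme and 100% = wells lacking Arfgap1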
Target sequence (Q62848 1-136 limits assumed): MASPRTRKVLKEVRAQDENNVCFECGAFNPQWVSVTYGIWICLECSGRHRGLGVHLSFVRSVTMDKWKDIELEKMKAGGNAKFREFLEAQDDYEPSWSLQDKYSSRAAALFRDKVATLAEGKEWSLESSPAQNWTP
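Assay system: Rat Arfgap1 GAP domain (His6, aa 1-136), purified enzyme | Buffer or medium: HEPES 25 mM pH 7.5, NaCl 150 mM, MgCl2, DTT | Schedule: GTP hydrolysis reaction 2 h at 25 °C | Signal: FP of antibody-bound GDP Alexa 633 tracer, ex 620/em 688 nm | Measure: Percent inhibition of Arfgap1-stimulated GTP hydrolysis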
An asterisk follows results filed as active; · = not tested or not shown; & = joins results of further samples.

Fields: Rev-erbA mod	PG9 binder	ARFGAP1 inh	rCAG binder	NPR2 activator	HTRA1 inh	mABHD4 FP	GC-A act	SMARCA2 act	ASAP1 GAP inh
[1] Nc1ccc(OCCCc2c(N)nc(N)nc2N)cc1
  0.6	3.2	8.9	5.1	-0.5	21.4	4.8	0.0	-1.4	6.7
[2] Cc1ccc(OCc2csc(N)n2)cc1
  -4.2	0.1	-2.0	-1.0	3.4	-1.4	7.8	3.0	0.6	4.3
[3] Cc1sc2nc(SCC(=O)Nc3ccc(S(N)(=O)=O)cc3)[nH]c(=O)c2c1C
  -6.4	-1.8	13.3	19.3	-1.6	-6.9	-2.8	0.8	6.2	-0.5
[4] COc1ccc(CNC(=O)CN(C)S(=O)(=O)c2ccc3c(c2)OCCO3)cc1OC
  0.1	0.4	7.5	0.6	-1.2	-0.8	-14.8	-1.2	2.6	-0.4
[5] O=C(Nc1ccsc1C(=O)O)c1ccccc1
  1.7	-0.5	0.0	3.7	6.8	-2.9	2.5	-1.6	6.3	-4.9
[6] CCOC(=O)Nc1ccc2c(c1)N(C(=O)CCN(CC)CC)c1ccccc1S2=O (configuration not stated)
  4.2	-2.4	-10.6	-4.8	9.8	11.4	6.2	5.5	-3.9	0.6
[7] OC(c1ccccc1)C(O)c1ccccc1 (configuration not stated)
  8.1	-3.7	-9.7	13.0	1.9	·	-1.9	-5.6	-5.4	-5.5
[8] OC[C@H]1OC(O)[C@@H](O)[C@@H](O)[C@@H]1O (some centres not stated)
  5.0&-3.9	-2.1	-0.2	0.3	4.5	4.8	4.7	1.2	0.3	10.7
[9] CNC(=O)c1ccc(-n2nc(C)cc2-c2ccccc2)cc1
  0.1	-0.3	-1.3	-6.5	-3.1	10.9	7.1	1.9	-3.0	11.9
[10] CC(C)CCC1(CCNC(=O)c2cccs2)CCOC(C)(C)C1 (configuration not stated)
  -1.0	2.1	-1.0	-6.8	1.0	-6.4	-17.9	-3.6	-1.7	-3.1
[11] CCN=C1SC(C(=O)Nc2cccc(C)c2)CC(=O)N1CC (configuration not stated)
  -1.2	1.6	9.7	-0.9	-2.5	-0.2	-10.5	2.0	2.4	1.7
[12] N#Cc1c(-c2ccccc2)[nH]c(=S)[nH]c1=O
  -0.9	1.2	7.0	1.2	-0.3	2.9	-0.9	4.6	-2.3	8.1
[13] Cc1cc2c(cc1C)NC(c1c(C)n(C)n(-c3ccccc3)c1=O)C1=C(CC(C)(C)CC1=O)N2 (configuration not stated)
  -1.5	0.7	13.8	-7.5	-8.2	3.0	10.0	-0.1	-0.2	4.0
[14] CC(Nc1ncnc2nc[nH]c12)c1ccccc1 (configuration not stated)
  1.8	1.1	-0.9	-0.6	-2.0	1.3	0.4	-1.2	-3.1	8.6
[15] CCOC(=O)c1c(C)[nH]c(NC(=O)Nc2c(C)n(C)n(-c3ccccc3)c2=O)c1C
  -2.2	0.5	2.6	-4.5	2.8	2.2	-5.6	3.8	3.4	-3.0
[16] Cc1ccc(S(=O)(=O)N(CC(=O)Nc2ccccc2C(=O)O)c2ccccc2C)cc1
  -2.3	-3.0	-8.1	57.6*	1.5	-9.3	7.2	-1.9	-3.4	8.7
[17] O=C(Nc1ccccc1O)/C(=C\c1ccccc1)NC(=O)c1ccccc1
  3.1	-0.9	-1.6	2.4	2.6	-13.8	-0.3	2.4	-0.7	8.6
[18] COC(=O)CC1=C(C(=O)OC)C(c2ccc3c(c2)OCO3)C(C#N)=C(N)O1 (configuration not stated)
  -5.1	-0.7	11.6	-0.9	-8.9	-0.6	5.2	-1.5	1.2	-2.9
[19] COc1cc(OC)nc(S(C)(=O)=O)n1
  -8.0	0.7	-2.9	-0.4	2.0	-3.4	7.5	4.5	3.7	12.0
[20] Cc1ccc(S(=O)(=O)N2CCOCC2)cc1C(=O)Nc1nc2ccccc2[nH]1
  4.5	0.8	6.8	0.7	-3.0	-3.1	5.1	1.4	0.5	-3.3
[21] COc1ccc(-c2noc(CCCOc3ccc(Cl)cc3Cl)n2)cc1
  -4.0	-1.9	-12.5	4.9	-1.6	2.8	-9.7	1.7	-1.3	6.0
[22] COc1ccc(N2C(=O)/C(=C3/C=CC=CN3C)SC2=S)cc1
  2.8	-2.7	0.4	0.8	4.2	0.9	1.5	1.1	-0.9	-19.5
[23] O=C([C@@H]1C[C@H]1c1ccccc1)N1CCC(Oc2cccnc2)CC1
  3.5	·	·	-2.9	-4.3	·	2.4	-10.4	2.9	·
[24] OCCCNc1nc(-c2ccc(Cl)cc2)nnc1-c1ccccc1
  -1.0	-0.7	2.1	-3.0	-6.6	-1.9	-5.9	-3.2	-1.9	4.5
[25] O=C(Nc1ccc(Cl)cc1)C1CC=CCC1C(=O)OCC(F)(F)C(F)F (configuration not stated)
  1.2	-0.6	5.0	-0.8	-1.0	7.5	6.8	3.3	3.9	-4.6
[26] COc1cc(O)sc1C=Nc1ccc(Cl)cc1Cl
  0.4	-2.0	2.1	0.5	-21.3	0.9	-4.8	-26.3	0.0	5.5
[27] O=C(NC1CCCC1)c1cc(-c2cccs2)on1
  0.4	0.1	7.5	-3.7	0.2	-4.0	0.5	-0.5	1.4	-11.6
[28] C=CCC[C@@H](Cc1ccc(F)cc1)C(=O)OC[C@H](Cc1c[nH]c2ccccc12)NC(=O)[C@@H](CC=C)CC(=O)N[C@H](CO)Cc1ccccc1
  7.0	-0.8	5.5	0.8	-12.4	-10.8	0.3	-11.6	-0.4	13.2
[29] CC1CCCN(C(=O)CCCn2c(=S)[nH]c3ccccc3c2=O)C1 (configuration not stated)
  -3.8	0.0	2.0	-0.7	1.5	-7.0	-12.4	0.5	2.1	4.2
[30] O=C(NCCCn1ccnc1)C(Cc1ccc([N+](=O)[O-])cc1)N1C(=O)c2ccccc2C1=O (configuration not stated)
  -6.6	2.0	5.0	3.2	-0.7	1.8	-2.3	-1.6	0.2	7.0

Given in transposed form: two of the compounds above.
#18 COC(=O)CC1=C(C(=O)OC)C(c2ccc3c(c2)OCO3)C(C#N)=C(N)O1 (configuration not stated)
#19 COc1cc(OC)nc(S(C)(=O)=O)n1

entry no.,18,19
Rev-erbA mod,-5.1,-8.0
PG9 binder,-0.7,0.7
ARFGAP1 inh,11.6,-2.9
rCAG binder,-0.9,-0.4
NPR2 activator,-8.9,2.0
HTRA1 inh,-0.6,-3.4
mABHD4 FP,5.2,7.5
GC-A act,-1.5,4.5
SMARCA2 act,1.2,3.7
ASAP1 GAP inh,-2.9,12.0

One compound at a time, as listed above.
C=CCC[C@@H](Cc1ccc(F)cc1)C(=O)OC[C@H](Cc1c[nH]c2ccccc12)NC(=O)[C@@H](CC=C)CC(=O)N[C@H](CO)Cc1ccccc1 across the screens: Rev-erbA mod = 7.0; PG9 binder = -0.8; ARFGAP1 inh = 5.5; rCAG binder = 0.8; NPR2 activator = -12.4; HTRA1 inh = -10.8; mABHD4 FP = 0.3; GC-A act = -11.6; SMARCA2 act = -0.4; ASAP1 GAP inh = 13.2
CCOC(=O)Nc1ccc2c(c1)N(C(=O)CCN(CC)CC)c1ccccc1S2=O (configuration not stated) across the screens: Rev-erbA mod = 4.2; PG9 binder = -2.4; ARFGAP1 inh = -10.6; rCAG binder = -4.8; NPR2 activator = 9.8; HTRA1 inh = 11.4; mABHD4 FP = 6.2; GC-A act = 5.5; SMARCA2 act = -3.9; ASAP1 GAP inh = 0.6

Carrying on.
Fields: Rev-erbA mod	PG9 binder	ARFGAP1 inh	rCAG binder	NPR2 activator	HTRA1 inh	mABHD4 FP	GC-A act	SMARCA2 act	ASAP1 GAP inh
[31] COc1ccc2[nH]c(=O)c(CN(Cc3ccccc3)Cc3nnnn3CC3CCCO3)cc2c1 (configuration not stated)
  3.5	0.0	2.8	-6.7	-4.8	4.6	3.2	-6.4	2.6	-4.5
[32] CC(=O)N[C@@H]1C[C@@H]2O[C@H](CO)CC[C@@H]2O[C@@H]1CCc1ccc(C#CC2(O)CCCC2)cc1
  -0.8	·	·	-1.3	4.0	·	4.0	-0.5	-3.0	·
[33] Cc1cc2nc[nH]c(=O)n2n1
  -4.9	-0.7	5.7	2.1	1.7	8.7	1.1	1.7	1.0	3.8
[34] COc1ccc(-c2nnc(SCC(=O)O)n2C)cc1OC
  -0.2	0.2	0.0	1.3	2.9	-0.1	3.3	0.2	2.1	9.3
[35] O=[N+]([O-])c1ccc(COc2cccc(CN3CCCC3)c2)cc1
  3.1	-1.1	-0.8	5.0	-2.5	-3.4	-0.5	0.2	-4.1	-14.5
[36] Cn1c(=NC(=O)c2ccco2)sc2cccc(F)c21
  9.4	4.4	3.7	3.9	2.5	-4.1	2.4	-1.6	2.3	2.4
[37] CCc1ccc(C(=O)C[n+]2cccc3cc(OC)ccc32)cc1
  2.6	-1.5	-3.8	7.5	-3.2	0.6	4.8	10.4	-1.4	-4.5
[38] Cc1ccc(N(CC(=O)NCC2CCCO2)C(=O)CCC(=O)Nc2ccccn2)cc1 (configuration not stated)
  -2.2	0.1	-0.3	-5.4	-0.6	2.8	0.0	-1.7	-3.7	3.3
[39] COc1ccccc1/C=C1\NC(=S)N(CC2CCCO2)C1=O (configuration not stated)
  4.8	-5.7	4.5	-1.6	-2.5	-1.5	6.0	-1.6	-2.2	-6.1
[40] C=CCSc1nnc(NC(=O)CSc2nc3ccccc3[nH]2)s1
  -3.1	-0.4	-13.6	22.4	5.1	-7.9	2.7	-2.8	-1.5	6.0
[41] CC(C)[C@H](NC(=O)c1ccco1)C(=O)OCC(=O)Nc1ccccc1OC(F)F
  -5.0	-1.0	-4.3	-7.6	3.9	1.2	-1.1	4.2	0.6	-3.1
[42] CC(NC(=O)CSC(=S)N1CCCC1)c1ccc(S(N)(=O)=O)cc1 (configuration not stated)
  -1.0	-1.4	-0.5	1.9	-3.6	3.3	3.1	-1.6	1.0	-8.6
[43] O=C(Nc1ccc2c(c1)OCO2)OCc1ccccc1
  0.8	·	·	·	3.7	2.9	·	3.6	·	·
[44] COCCNC(=O)/C(C#N)=C/c1nc(N(C)C)n(-c2ccc(F)cc2)c1Cl
  0.3	-2.7	5.9	-5.2	-1.9	12.5	4.3	1.3	-3.1	2.7
[45] COc1ccccc1-n1c(C)nc2cc(C(=O)NCC3CCCO3)ccc21 (configuration not stated)
  -9.3	-1.2	-18.6	-6.3	0.9	-4.6	-4.7	9.0	-3.1	3.9
[46] CN1CCCN(S(=O)(=O)c2cccc(C#N)c2)CC1
  -2.0	-0.5	7.3	8.9	6.2	-0.6	-1.8	-0.6	-1.2	3.3
[47] Cc1ccc(-n2ncc3c2CCCC3NC(=O)CCn2ccnc2C)cc1C (configuration not stated)
  -3.5	-3.2	11.2	-4.8	8.8	0.6	-3.9	2.6	-2.2	7.2
[48] C[C@H]1CN([C@@H](C)CO)C(=O)Cc2cc(NC(=O)CCN3CCOCC3)ccc2O[C@@H]1CN(C)Cc1ccc(Oc2ccccc2)cc1
  6.1	1.1	-2.6	6.4	-3.6	-3.9	5.8	2.5	-0.9	-0.5
